PAD4 inh = blocks human protein arginine deiminase 4. recombinant PAD4, RCA probe fluorescence polarization. inhibition, % at 6.36 µM. 330,000 tested, 0.41% active. AID 485272;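 active means percent inhibition above a cutoff equal to the mean of all tested compounds plus 3 SD, cut at about 15% in these data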;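 further: 0% = PAD4 with RCA probe and DMSO and 100% = probe without PAD4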
Target sequence (Q9UM07 whole entry, looked up): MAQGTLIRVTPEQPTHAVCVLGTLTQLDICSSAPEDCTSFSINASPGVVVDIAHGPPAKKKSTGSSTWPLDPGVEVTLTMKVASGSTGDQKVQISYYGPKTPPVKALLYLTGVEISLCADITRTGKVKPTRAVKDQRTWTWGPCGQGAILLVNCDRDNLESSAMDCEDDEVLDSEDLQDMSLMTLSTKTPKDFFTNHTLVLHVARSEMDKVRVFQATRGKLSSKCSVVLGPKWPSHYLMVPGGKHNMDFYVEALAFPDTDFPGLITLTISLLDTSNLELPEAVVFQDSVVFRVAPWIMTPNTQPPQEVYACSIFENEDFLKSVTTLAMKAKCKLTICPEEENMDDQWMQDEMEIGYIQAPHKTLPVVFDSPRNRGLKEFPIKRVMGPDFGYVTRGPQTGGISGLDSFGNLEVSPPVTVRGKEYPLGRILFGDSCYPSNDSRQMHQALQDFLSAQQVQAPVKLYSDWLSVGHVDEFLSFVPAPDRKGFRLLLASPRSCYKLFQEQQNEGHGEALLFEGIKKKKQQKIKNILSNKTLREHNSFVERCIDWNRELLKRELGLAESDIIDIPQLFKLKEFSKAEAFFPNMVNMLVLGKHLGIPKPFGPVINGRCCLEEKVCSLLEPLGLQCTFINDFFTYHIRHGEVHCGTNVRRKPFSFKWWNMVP
PAFAH2 FP inh = PAFAH2 (human) inhibition; recombinant PAFAH2, FP-rhodamine activity probe, fluorescence polarization; 340,000 tested, 0.99% active; AID 492956; inhibition, % at 3.39 µM;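 active means inhibition above the mean over all tested compounds plus 3 SD, cut at about 30% in these data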;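 further: inhibitors block probe labeling of enzyme so polarization drops; 0% = enzyme with DMSO and 100% = wells lacking PAFAH2 protein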
PAFAH1B2 inh = inhibitors of human PAFAH1B2; recombinant PAFAH1B2, FP-rhodamine activity probe, fluorescence polarization; P68402; inhibition, % at 3.39 µM; 340,000 tested, 1.2% active;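 active means inhibition above the mean of all tested compounds plus 3 SD, cut at about 24% in these data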;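 further: 0% = enzyme with DMSO and 100% = wells lacking PAFAH1B2; many of its hits are not listed in these tables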
PAFAH1B3 inh = blocks human PAF acetylhydrolase 1B catalytic subunit 3. AID 492972. 340,000 tested, 0.28% active. Q15102. recombinant PAFAH1B3, FP-rhodamine probe, fluorescence polarization. inhibition, % at 3.39 µM;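 active means inhibition above the screen-wide average of all tested compounds plus 3 SD, cut at about 25% in these data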;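 further: 0% = enzyme with DMSO only and 100% = wells lacking PAFAH1B3 protein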
pPAFAH inh = inhibitors of human plasma PAF acetylhydrolase (pPAFAH); recombinant pPAFAH, FP-rhodamine probe fluorescence polarization; AID 463082; inhibition, % at 3.39 µM; 330,000 tested, 1.5% active; Q13093;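 active means inhibition above the mean inhibition across the screen plus 3 SD, cut at about 25% in these data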;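 further: inhibitors block binding of the rhodamine activity-based probe so polarization drops; 0% = enzyme with DMSO and 100% = wells lacking pPAFAH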
Target sequence (Q13093 whole entry, looked up): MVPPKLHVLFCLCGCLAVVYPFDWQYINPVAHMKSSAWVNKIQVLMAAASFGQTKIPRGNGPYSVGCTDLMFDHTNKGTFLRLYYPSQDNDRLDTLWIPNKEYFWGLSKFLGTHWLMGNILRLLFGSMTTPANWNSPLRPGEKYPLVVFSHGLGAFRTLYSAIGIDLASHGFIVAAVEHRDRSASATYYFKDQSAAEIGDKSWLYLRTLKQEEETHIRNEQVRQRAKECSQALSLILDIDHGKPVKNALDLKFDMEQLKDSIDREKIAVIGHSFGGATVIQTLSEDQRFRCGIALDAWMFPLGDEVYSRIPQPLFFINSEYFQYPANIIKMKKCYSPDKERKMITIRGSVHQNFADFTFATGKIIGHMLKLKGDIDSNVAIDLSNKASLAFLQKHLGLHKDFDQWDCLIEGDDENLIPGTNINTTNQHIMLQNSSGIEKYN
LYPLA1 counter = blocks human lysophospholipase 1, a PME1 counter-screen | O75608 | recombinant LYPLA1, FP-Rh probe fluorescence polarization | inhibition, % at 5.9 µM | 320,000 tested, 0.16% active | AID 2174;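 active means inhibition above the mean of all tested compounds plus 3 SD, set per campaign, cut at about 14% in these data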;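 further: inhibitors block serine hydrolase probe labeling of LYPLA1 so polarization falls; 0% = enzyme with DMSO and 100% = wells lacking LYPLA1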
GSTO1 counter = GSTO1 inhibition, counter-screen for RBBP9 inhibitors; P78417; recombinant GSTO1, activity-based probe fluorescence polarization; inhibition, % at 5.96 µM; 300,000 tested, 1.1% active; AID 1974;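 active means inhibition above the campaign mean inhibition plus 3 SD, cut at about 35% in these data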;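 further: 0% = GSTO1-1 with DMSO and 100% = wells lacking GSTO1-1 enzyme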
LYPLA2 counter = counter-screen for PME1 inhibitors: inhibitors of human LYPLA2; AID 2177; 320,000 tested, 0.38% active; inhibition, % at 5.9 µM; recombinant LYPLA2, FP-Rh probe fluorescence polarization;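 active means inhibition above the screen-wide mean plus 3 SD, limit set per campaign, cut at about 26% in these data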;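 further: 0% = LYPLA2 with DMSO and 100% = wells lacking LYPLA2 enzyme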
PREPL inhibitor = human PREPL enzyme inhibition. 320,000 tested, 0.68% active. recombinant PREPL, fluorescence polarization activity-based probe. inhibition, % at 5.96 µM; in the data active means inhibition above about 43%;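 further: 0% = enzyme with DMSO and 100% = wells lacking enzyme; many of its hits are not listed in these tables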
* hit, by the source's call. Only part of the results is shown; count on the stated rates, not on these rows.

For CCN(CC)S(=O)(=O)c1cccc(NC(=O)Nc2cccc(C(F)(F)F)c2)c1 the results were PAD4 inh -14, PAFAH2 FP inh -66, PAFAH1B2 inh -41, PAFAH1B3 inh -79, pPAFAH inh -85, LYPLA1 counter -149, GSTO1 counter -135, LYPLA2 counter -281 and PREPL inhibitor -2.
COC(=O)CSc1nnc(CNS(=O)(=O)c2ccc(Cl)cc2)n1C was read as PAD4 inh 2, PAFAH2 FP inh -2, PAFAH1B2 inh -2, PAFAH1B3 inh 0, pPAFAH inh -1, LYPLA1 counter -3, GSTO1 counter 3, LYPLA2 counter 1 and PREPL inhibitor 2.
`CN(CC(=O)Nc1ccc(S(=O)(=O)N2CCCC2)cc1)Cc1ccc(Cl)cc1Cl` gave PAD4 inh -4, PAFAH2 FP inh -3, PAFAH1B2 inh 2, PAFAH1B3 inh 4, pPAFAH inh 0, LYPLA1 counter -14, GSTO1 counter 1, LYPLA2 counter -8 and PREPL inhibitor 8.
Screening CC(=O)Nc1c(-c2ccccc2)nc2cc(C)ccn12 returned PAD4 inh 3, PAFAH2 FP inh 0, PAFAH1B2 inh 4, PAFAH1B3 inh 5, pPAFAH inh 5, LYPLA1 counter 3, GSTO1 counter 4, LYPLA2 counter 4 and PREPL inhibitor 13.
CCN1C(=O)/C(=C/c2ccc(C)s2)NC1=S was read as PAD4 inh -3, PAFAH2 FP inh -2, PAFAH1B2 inh 6, PAFAH1B3 inh 4, pPAFAH inh 5, LYPLA1 counter 3, GSTO1 counter -2, LYPLA2 counter -1 and PREPL inhibitor -1.
`NC(=O)CNC1CC(=O)N(CCc2ccccc2)C1=O` (stereo unspecified) gave PAD4 inh 0, PAFAH2 FP inh 1, PAFAH1B2 inh 6, PAFAH1B3 inh 5, pPAFAH inh -1, LYPLA1 counter 0, GSTO1 counter -2, LYPLA2 counter 8 and PREPL inhibitor 4.
O=C(COc1cc(F)ccc1[N+](=O)[O-])Nc1ccc2c(c1)OCO2 was read as PAD4 inh 0, PAFAH2 FP inh -4, PAFAH1B2 inh 1, PAFAH1B3 inh 3, pPAFAH inh 4, LYPLA1 counter 3, LYPLA2 counter 3 and PREPL inhibitor 4.
For O=C(NCc1ccc(F)cc1)c1cnc(Cl)c(Cl)c1 the results were PAD4 inh -9, PAFAH2 FP inh 6, PAFAH1B2 inh 5, PAFAH1B3 inh 7, pPAFAH inh 2, LYPLA1 counter 2, GSTO1 counter 6, LYPLA2 counter -1 and PREPL inhibitor -3.
For COc1cc2c(cc1OC)C(c1ccccc1F)OC(=O)C2 (stereo unspecified) the results were PAD4 inh -3, PAFAH2 FP inh 5, PAFAH1B2 inh 1, PAFAH1B3 inh 2, pPAFAH inh -3, LYPLA1 counter -1, GSTO1 counter -6, LYPLA2 counter -3 and PREPL inhibitor 3.
`Fc1ccc(/C=C\c2nccc3c2[nH]c2ccccc23)cc1` gave PAD4 inh -4, PAFAH2 FP inh -2, PAFAH1B2 inh -4, PAFAH1B3 inh -1, pPAFAH inh -6, LYPLA1 counter -10, GSTO1 counter -10, LYPLA2 counter -12 and PREPL inhibitor 16.
For O=C(COC(=O)c1cc[n+]([O-])cc1)Nc1ccc([N+](=O)[O-])cc1Cl the results were PAD4 inh -3, PAFAH2 FP inh 2, PAFAH1B2 inh -1, PAFAH1B3 inh 4, pPAFAH inh -1, LYPLA1 counter -1, GSTO1 counter 3, LYPLA2 counter -4 and PREPL inhibitor -1.
COc1ccccc1NC(=O)/C(=N/OCc1ccc(C#N)cc1)C(C)=O was read as PAD4 inh -10, pPAFAH inh -7, LYPLA1 counter 0, GSTO1 counter -2, LYPLA2 counter -9 and PREPL inhibitor 8.
`CCN1CCN(S(=O)(=O)c2ccc(C(=O)Nc3ccccc3)cc2)CC1` gave PAD4 inh 0, PAFAH2 FP inh 4, PAFAH1B2 inh 2, PAFAH1B3 inh 6, pPAFAH inh 6, LYPLA1 counter 1, GSTO1 counter -1, LYPLA2 counter -8 and PREPL inhibitor -9.
`CS(=O)(=O)c1ccc(Cl)c(NC(=O)CN2C(=O)C3CCCCC3C2=O)c1` (stereo unspecified) gave PAD4 inh 5, PAFAH2 FP inh 6, PAFAH1B2 inh 2, PAFAH1B3 inh 10, pPAFAH inh 0, LYPLA1 counter -1, GSTO1 counter 5, LYPLA2 counter 2 and PREPL inhibitor 5.
Screening Cc1ccc(/C=C/C(=O)c2nc3ccccc3[nH]2)cc1 returned PAD4 inh 4, PAFAH2 FP inh -21, PAFAH1B2 inh -2, PAFAH1B3 inh 1, pPAFAH inh 4, LYPLA1 counter -10, GSTO1 counter 3, LYPLA2 counter -7 and PREPL inhibitor 1.
For CCS(=O)(=O)c1ccc2c(c1)N(S(=O)(=O)c1ccc(C)cc1)CC(C(=O)O)O2 (stereo unspecified) the results were PAD4 inh 3, PAFAH2 FP inh 0, PAFAH1B2 inh 1, PAFAH1B3 inh 7, pPAFAH inh 3, LYPLA1 counter 0, GSTO1 counter 0, LYPLA2 counter -1 and PREPL inhibitor 7.
COc1cccc(CNC(=O)Cc2nc3nc(C)cc(C)n3n2)c1 was read as PAD4 inh -1, PAFAH2 FP inh -6, PAFAH1B2 inh -1, PAFAH1B3 inh -2, pPAFAH inh 2, LYPLA1 counter -1, GSTO1 counter 6, LYPLA2 counter -4 and PREPL inhibitor 1.
`O=C(CCCN1Cc2ccccc2C1)c1ccc(F)cc1` gave PAD4 inh -2, PAFAH2 FP inh 1, PAFAH1B2 inh -3, PAFAH1B3 inh 7, pPAFAH inh 0, LYPLA1 counter 3, GSTO1 counter 9, LYPLA2 counter 6 and PREPL inhibitor 0.
`COC(=O)c1ccc(NC(=O)C(=O)c2cn(CC(=O)N3CCOCC3)c3ccccc23)cc1` gave PAD4 inh 2, PAFAH2 FP inh -6, PAFAH1B2 inh -3, PAFAH1B3 inh -2, pPAFAH inh 4, LYPLA1 counter 2, GSTO1 counter 4, LYPLA2 counter -4 and PREPL inhibitor 0.
Screening CCOC(=O)Cn1c(=NC(=O)c2cc(-c3cccs3)nc3ccccc23)sc2cc(S(N)(=O)=O)ccc21 returned PAD4 inh -10, PAFAH2 FP inh -21, PAFAH1B2 inh -11, PAFAH1B3 inh -11, pPAFAH inh -6, LYPLA1 counter -21, GSTO1 counter -19, LYPLA2 counter -68 and PREPL inhibitor -15.
Screening CC(NCC1COc2ccccc2O1)C1COc2ccccc2O1 (stereo unspecified) returned PAD4 inh -7, PAFAH2 FP inh -6, PAFAH1B2 inh 5, PAFAH1B3 inh 8, pPAFAH inh 4, LYPLA1 counter 0, GSTO1 counter 0, LYPLA2 counter 2 and PREPL inhibitor -43.
For O=C(CCNC(=O)c1ccc(Cl)cc1)Nc1c(F)c(F)cc(F)c1F the results were PAD4 inh 0, PAFAH2 FP inh -2, PAFAH1B2 inh -4, PAFAH1B3 inh -7, pPAFAH inh 0, LYPLA1 counter -2, GSTO1 counter 1, LYPLA2 counter 1 and PREPL inhibitor 1.
Screening COc1ccc(N2C(=O)CSC2c2ccc(F)c(F)c2)cc1 (stereo unspecified) returned PAD4 inh 1, PAFAH2 FP inh -1, PAFAH1B2 inh 8, PAFAH1B3 inh 5, pPAFAH inh -7, LYPLA1 counter -4, GSTO1 counter 1, LYPLA2 counter -4 and PREPL inhibitor 6.
Screening COc1ccc(-n2c(Cc3cccn3C)nnc2SCC(=O)NC2CCCCC2)cc1 returned PAD4 inh -4, PAFAH2 FP inh -5, PAFAH1B2 inh 3, PAFAH1B3 inh 4, pPAFAH inh 4, LYPLA1 counter 1, GSTO1 counter -4, LYPLA2 counter -1 and PREPL inhibitor 6.
Screening Cc1nc2cc(CC(=O)O)ccc2o1 returned PAD4 inh -4, PAFAH2 FP inh 8, PAFAH1B2 inh -5, PAFAH1B3 inh 15, pPAFAH inh 2, LYPLA1 counter -3, GSTO1 counter -5, LYPLA2 counter 2 and PREPL inhibitor -7.
For CCN(Cc1ccccc1)S(=O)(=O)c1ccc(C(=O)N(CCCN(C)C)c2nc3cc(C)cc(C)c3s2)cc1 the results were PAD4 inh -2, PAFAH2 FP inh 6, PAFAH1B2 inh 0, PAFAH1B3 inh 3, pPAFAH inh 4, LYPLA1 counter 1, GSTO1 counter 1, LYPLA2 counter 1 and PREPL inhibitor 11.
`CC(C)(C)NCC(O)COc1c(F)cc(Br)cc1F` (stereo unspecified) gave PAD4 inh -4, PAFAH2 FP inh 2, PAFAH1B2 inh 3, PAFAH1B3 inh 5, pPAFAH inh 0, LYPLA1 counter -2, GSTO1 counter 4, LYPLA2 counter -2 and PREPL inhibitor 8.
For CCCN1CCC(NC(=O)c2cccc(Oc3ccccc3)c2)CC1 the results were PAD4 inh 1, PAFAH2 FP inh -2, PAFAH1B2 inh 1, PAFAH1B3 inh 4, pPAFAH inh -5, LYPLA1 counter -4, GSTO1 counter 4, LYPLA2 counter -1 and PREPL inhibitor 10.
`O=c1[nH]c(=O)n(Cc2ccco2)c2c1C(C(F)(F)F)(C(F)(F)F)N=C(c1ccc(F)cc1)N2` gave PAD4 inh -4, PAFAH2 FP inh 1, PAFAH1B2 inh 0, PAFAH1B3 inh 0, pPAFAH inh 7, LYPLA1 counter -4, GSTO1 counter -7, LYPLA2 counter 5 and PREPL inhibitor 7.
`CC(C)C(C)NC(=O)CN1C(=O)NC2(CCc3ccccc3C2)C1=O` (stereo unspecified) gave PAD4 inh 1, PAFAH2 FP inh -6, PAFAH1B2 inh 4, PAFAH1B3 inh 5, pPAFAH inh 8, LYPLA1 counter 0, GSTO1 counter -3, LYPLA2 counter -1 and PREPL inhibitor -1.
`Cc1cccc(-c2nc(CN3CCN(C(=O)C4CCCO4)CC3)cs2)c1` (stereo unspecified) gave PAD4 inh -6, PAFAH2 FP inh 6, PAFAH1B2 inh 0, PAFAH1B3 inh -9, pPAFAH inh 8, LYPLA1 counter -1, GSTO1 counter 0, LYPLA2 counter -1 and PREPL inhibitor 27.
`CCN1C(=O)N(CC)C2C1N(C(C)=O)C(=O)N2C(C)=O` (stereo unspecified) gave PAD4 inh -2, PAFAH2 FP inh 7, PAFAH1B2 inh 2, PAFAH1B3 inh -4, pPAFAH inh 0, LYPLA1 counter 1, GSTO1 counter 7, LYPLA2 counter 9 and PREPL inhibitor 13.
`Fc1ccc(/C=N/n2c(-c3cccs3)n[nH]c2=S)cc1` gave PAD4 inh -2, PAFAH2 FP inh 5, PAFAH1B2 inh 10, PAFAH1B3 inh 5, pPAFAH inh 3, LYPLA1 counter 0, GSTO1 counter -1, LYPLA2 counter -4 and PREPL inhibitor 2.
`CCc1cccc2c(C(=O)COC(=O)[C@@H]3CC(O)CN3S(=O)(=O)c3ccccc3[N+](=O)[O-])c[nH]c12` (stereo partly specified) gave PAD4 inh 2, PAFAH2 FP inh 0, PAFAH1B2 inh 0, PAFAH1B3 inh 7, pPAFAH inh 5 and PREPL inhibitor -9.
`O=C1Nc2ccccc2CCC1Sc1nnc(-c2ccc(Cl)cc2)s1` (stereo unspecified) gave PAD4 inh -5, PAFAH2 FP inh -8, PAFAH1B2 inh -8, PAFAH1B3 inh 5, pPAFAH inh 3, LYPLA1 counter -4, GSTO1 counter 5, LYPLA2 counter -7 and PREPL inhibitor -4.
`COc1ccc(C(O)c2nc3ccccc3s2)cc1` (stereo unspecified) gave PAD4 inh -3, pPAFAH inh -3, LYPLA1 counter 2, GSTO1 counter -9, LYPLA2 counter 8 and PREPL inhibitor -2.

Assay outcomes: PubChem, The Scripps Research Institute Molecular Screening Center
